H69AR inhibit – growth inhibitors of human H69AR lung tumor cells; 85,000 tested, 6% active; viability, % at 10 µM; H69AR lung tumor viability, ATP luminescence, 72 h; active compounds read low;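 active = viability at or below 40%; inactive = viability above 40%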;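 note: multidrug resistant small cell line overexpressing MRP-1 efflux transporter; 100% = mean luminescence of untreated control wells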
ERa SRC1 pot – enhances coactivator binding to human estrogen receptor alpha. P03372. TR-FRET ERalpha-LBD/SRC-Cy5 coactivator binding, 2 h; 100 = basal binding, no effect. coactivator binding (% of control), % at 25.6 µM. 86,000 tested, 1.3% active; in the data active = activity above about 200%;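 note: binding measured in presence of low estradiol as agonist stimulus; 0% = peptide alone without receptor and 100% = receptor with peptide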
Target sequence (P03372 whole entry, looked up, the tested form may be a part): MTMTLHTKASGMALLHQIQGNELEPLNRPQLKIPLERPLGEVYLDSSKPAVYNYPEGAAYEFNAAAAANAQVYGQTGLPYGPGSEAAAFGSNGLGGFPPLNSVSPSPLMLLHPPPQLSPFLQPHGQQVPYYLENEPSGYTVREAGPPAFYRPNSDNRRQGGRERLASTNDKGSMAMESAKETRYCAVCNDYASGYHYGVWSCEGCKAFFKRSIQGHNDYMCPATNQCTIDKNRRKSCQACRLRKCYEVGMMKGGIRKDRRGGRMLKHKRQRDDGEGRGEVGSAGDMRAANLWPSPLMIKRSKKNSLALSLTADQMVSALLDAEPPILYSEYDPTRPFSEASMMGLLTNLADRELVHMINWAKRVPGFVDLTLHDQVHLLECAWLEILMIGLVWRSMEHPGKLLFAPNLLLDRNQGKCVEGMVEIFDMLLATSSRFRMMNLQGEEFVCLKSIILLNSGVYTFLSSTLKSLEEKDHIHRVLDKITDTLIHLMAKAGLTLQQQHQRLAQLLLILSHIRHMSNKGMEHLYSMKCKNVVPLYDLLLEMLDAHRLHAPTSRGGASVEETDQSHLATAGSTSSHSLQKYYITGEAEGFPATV
ERa SRC1 inh – ER-alpha (human) coactivator binding inhibition; inhibition, % at 25.6 µM; P03372; AID 629; 86,000 tested, 1.7% active; TR-FRET ER-alpha LBD / SRC-1 peptide, estradiol-bound; in the data active = inhibition above about 50%;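 note: 0% = receptor plus peptide control and 100% = peptide only without receptor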
CYP2C19 activ – activators of human cytochrome P450 2C19. 96,000 tested, under 10 active. recombinant CYP2C19, luciferin-H EGE luminescence; active compounds read high; 0 = fully inhibited enzyme, 1 = untreated enzyme. activation factor at 5 µM. AID 1025. P33261;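 active = activation factor of at least 2 at 5 µM in the primary screen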;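 note: 0 = wells with 2.5 mM tranylcypromine and 1 = vehicle-only wells; values of inactives mirror those of a sister screen read the other way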
Target sequence (P33261 whole entry, looked up): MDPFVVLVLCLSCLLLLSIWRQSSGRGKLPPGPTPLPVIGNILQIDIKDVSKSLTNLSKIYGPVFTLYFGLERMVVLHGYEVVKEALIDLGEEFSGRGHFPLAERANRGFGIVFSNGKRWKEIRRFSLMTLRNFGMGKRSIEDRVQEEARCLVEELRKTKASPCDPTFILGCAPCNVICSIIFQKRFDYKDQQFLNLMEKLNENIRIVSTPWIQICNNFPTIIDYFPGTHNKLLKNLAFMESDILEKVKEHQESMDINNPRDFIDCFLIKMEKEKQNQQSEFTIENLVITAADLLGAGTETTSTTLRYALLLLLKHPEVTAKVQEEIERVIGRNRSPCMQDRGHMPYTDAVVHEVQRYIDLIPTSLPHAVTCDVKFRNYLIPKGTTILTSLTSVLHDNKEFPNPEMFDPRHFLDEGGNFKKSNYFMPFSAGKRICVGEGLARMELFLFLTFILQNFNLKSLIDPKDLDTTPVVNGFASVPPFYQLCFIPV
Lung fibro prol – blocks proliferation of human lung fibroblasts | 85,000 tested, 1.1% active | AID 719 | viability, % at 10 µM | LL 47 human lung fibroblast viability, ATP luminescence; active compounds read low;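 active = viability at or below 50% in the single dose screen; inactive = viability above 50%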;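 note: compound exposure lasted 72 h before the ATP readout; 100% = median luminescence of untreated cell-only wells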
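Material: Human LL 47 lung fibroblast cells | Input: 1,150 cells/well | Buffer or medium: IMEM plus 15% FBS | Compound dosing: 0.1% DMSO in all compound wells | Times: Overnight cell rest, 72 h compound treatment at 37 °C | Signal: CellTiter-Glo luminescence measuring cellular ATP | Measure: % viability versus median cells-only luminescence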
CD11b adhes enh – CD11b/CD18-fibrinogen binding enhancement | activation, % at 10 µM | AID 1499 | P05107+P11215 | 93,000 tested, 0.07% active | K562 CD11b/CD18 adhesion to fibrinogen, ATPlite luminescence;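 active = 10 µM primary screen giving 50% or more activity, confirmed by 40% or more on retest at that dose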; note: strong numbers were not always called active
HUVEC inhibit – inhibitors of human endothelial cell proliferation; HUVEC proliferation, CellTiter-Glo luminescence, 72 h; active compounds read low; 86,000 tested, 1.1% active; AID 648; viability, % at 10 µM (by protocol);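 active = viability at or below 30%; inactive = viability above 30%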;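 note: 100% = median luminescence of DMSO-only cell control wells on each plate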
CD11b adhes inh – CD11b/CD18-fibrinogen binding inhibition; 93,000 tested, 0.54% active; inhibition, % at 10 µM; K562 CD11b/CD18 adhesion to fibrinogen, ATPlite luminescence; Mn2+ added to activate the integrin; P05107+P11215;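 active = primary inhibition of 50% or more at 10 µM, then 40% or more on retest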; note: some results filed as inactive read as strong as hits
CYP2C19 inh – blocks human cytochrome P450 2C19 | 96,000 tested, 21% active | P33261 | CYP2C19 Supersomes, luciferin-H EGE luminescence, 30 min | AID 778 | inhibition, % at 5 µM;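 active = CYP2C19 inhibition above a set limit at 5 µM in the primary screen, cut at about 50% in these data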;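 note: plate controls were negative control wells for no effect and 2.5 mM tranylcypromine positive control for full effect; values of inactives mirror those of a sister screen read the other way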
Starred values were filed as active, the others as inactive; . = not tested or not shown; [ ] = another dose, or the depositor's remark.

SMILES	H69AR inhibit	ERa SRC1 pot	ERa SRC1 inh	CYP2C19 activ	Lung fibro prol	CD11b adhes enh	HUVEC inhibit	CD11b adhes inh	CYP2C19 inh
COC(=O)C(C)Sc1nc2c([nH]c3ccccc32)c(=O)n1C (stereo not drawn)	39*	96	-7	1.2	99	1	82	3	-17
Cc1[nH]nc2c1C1(CCN(Cc3ccccc3)CC1)C(C#N)=C(N)O2	93	97	-8[fluorescence artefact?]	0.7	108	2	99	8	29
Cc1occc1-c1nnc(SCC(=O)Nc2nc3ccccc3s2)o1	84	103	-6	0.2	96	2	93	8	79*
Cc1ccc(-n2nc(C(=O)c3ccccc3)n3c(=O)c(Cc4ccccc4)nnc23)cc1	91	160	-15[fluorescence artefact?]	.	91	.	75	.	.
CCCn1c(-c2ccccc2)nc2c(=O)n(C)c(=O)[nH]c21	90	107	-1	1	95	.	101	.	4
CCCOc1ccccc1C(=O)NC(CO)C(=O)O (stereo not drawn)	91	102	1	1.2	103	-4	97	-6	-18
c1ccc(OCCSc2nc3ccccc3[nH]2)cc1	114	119	23[fluorescence artefact?]	.	134	.	88	.	.
O=C(O)CCC(C(=O)O)n1c(O)c(C2=c3ccccc3=NC2=O)sc1=S (stereo not drawn)	93	101	8	0.8	93	-2	85	-10	18
O=C(NC1CCCc2ccccc21)C1CCN(c2nnc(-n3cccc3)s2)CC1 (stereo not drawn)	75	114	5	0.6	96	2	93	-4	37
CCC(C)n1c(SC(C)C#N)nc2ccccc2c1=O (stereo not drawn)	89	112	-3	0.5	88	-2	103	2	48
O=C(CSc1nnnn1-c1cccc2c1CCCC2)NC1CCCC1	59	89	-3	0.9	95	.	102	.	10
COc1cccc(-c2nc3ccc(O)cc3c(=O)o2)c1	89	55	-18	0.5	98	-3	87	-4	48
Cc1ccc(C(=O)NCc2ccc3c(c2)OCO3)cc1N1CCCC1=O	97	98	-11	1	102	-2	110	-11	-4
Cc1ccc(NC(=O)c2cc(=O)c3ccccc3o2)cc1	.	.	.	0.7	.	-4	.	16	30
Cc1cc(C)nc(NC2=NCC(=O)N2CCc2c[nH]c3ccccc23)n1	85	92	-4	0.7	98	0	100	18	27
Cc1cc(/C(O)=C2\C(=O)C(=O)N(CCN(C)C)C2c2ccncc2)ccc1OCc1ccccc1 (stereo not drawn)	90	97	-3	.	98	-2	95	20	.
Cc1ccc(-c2nnc(NC3CCCCC3)c3ccccc23)cc1S(=O)(=O)N1CCN(C)CC1	72	93	0	0.9	83	0	61	9	5
O=C1/C(=C/c2cccnc2)Oc2cc(OS(=O)(=O)c3ccccc3)ccc21	3.4*	95	3	0.7	105	-1	91	10	35
CC(C)COP(=O)(OCC(C)C)C(Nc1ccccc1)c1ccc2c(c1)OCO2 (stereo not drawn)	.	.	.	0.6	.	0	.	12	44
COc1cc2nc(NCC3CCCO3)n3nc(-c4cccnc4)nc3c2cc1OC (stereo not drawn)	21*	114	-10	1.1	87	2	71	33	-8
COc1ccc(NC(=O)CSc2ncc(-c3ccc(F)cc3)n2Cc2ccco2)cc1	88	85	-11	.	94	.	90	.	.
Fc1ccccc1Cn1nnc2c(NCCc3ccccn3)ncnc21	92	130	-7	0.7	91	2	94	-1	34
CC(=O)c1ccc2c3c(cccc13)C(=O)N(c1c(C)nn(C)c1C)C2=O	87	99[fluorescence artefact?]	-2[fluorescence artefact?]	1	103	1	113	0	0
COc1ccc(NC(=O)c2cc(CN3C(=O)c4ccccc4C3=O)ccc2OC)cn1	17*	96	83*[fluorescence artefact?]	0.7	.	27	62	-1	33
CCCc1nc(SCC(=O)Nc2cc(C)on2)c2c(=O)n(C)c(=O)n(C)c2n1	93	69	14	1.1	98	-4	111	-13	-10

An excerpt of these results, with two lines to a compound:
Below each SMILES: H69AR inhibit, ERa SRC1 pot, ERa SRC1 inh, CYP2C19 activ, Lung fibro prol, CD11b adhes enh, HUVEC inhibit, CD11b adhes inh, CYP2C19 inh
- Fc1ccccc1Cn1nnc2c(NCCc3ccccn3)ncnc21
 : 92, 130, -7, 0.7, 91, 2, 94, -1, 34
- CC(=O)c1ccc2c3c(cccc13)C(=O)N(c1c(C)nn(C)c1C)C2=O
 : 87, 99[fluorescence artefact?], -2[fluorescence artefact?], 1, 103, 1, 113, 0, 0

New compounds follow:
SMILES	H69AR inhibit	ERa SRC1 pot	ERa SRC1 inh	CYP2C19 activ	Lung fibro prol	CD11b adhes enh	HUVEC inhibit	CD11b adhes inh	CYP2C19 inh
CCCn1nnnc1NC(=O)COc1ccc(Cl)cc1C	.	.	.	0.3	.	-1	.	-8	70*
NC(=O)C1CCN(S(=O)(=O)c2cccc(S(=O)(=O)N3CCCCC3)c2)CC1	95	105	-11	0.9	98	2	104	0	14
O=C(NCCCN1CCCC1=O)NC1CCCCC1	107	90	-2	1.1	101	3	103	1	-14
O=C(NC1CCN(C(=S)NCc2ccco2)CC1)C12CC3CC(CC(C3)C1)C2	.	.	.	0.3	.	3	.	-24	67*
Cc1nc2nc(CSc3ccc(Cl)cc3)cc(=O)n2[nH]1	88	110	-5	1.1	99	5	105	-17	-7
O=C(Nc1cccnc1)c1cc(-c2ccco2)on1	106	102	-29	1	110	2	87	-6	1
C=CCN(C(=O)Nc1ccccc1)C1CC(=O)N(c2ccc(OC)cc2)C1=O (stereo not drawn)	98	112	3	0.9	103	.	104	.	14
Cc1sc2ncnc(N(C)Cc3ccco3)c2c1C	88	78	-7	0	93	-5	112	-21	96*
COC(=O)c1ccc(NC(=O)Cn2nc(SC)n(N)c2=S)cc1	104	132	5[fluorescence artefact?]	0.8	112	-2	94	-7	23
Cc1ccc2c(c1)nnn2C1CCN(C(=O)c2cccs2)CC1	92	125	-17	0.3	107	0	101	-10	67*
O=c1oc2ccccc2cc1-c1nc2ccccc2o1	.	.	.	0.7	.	3	.	5	26
NC(=O)c1ccc(Cc2ncc(C(F)(F)F)cc2Cl)s1	.	.	.	0.9	.	2	.	14	14
Cc1ccc(C2CC(=O)Nc3cc4c(cc32)OCO4)o1 (stereo not drawn)	61	107[fluorescence artefact?]	5	0.2	94	-2	96	3	84*
O=C(COc1ccc2ccccc2c1Br)NNC(=O)Nc1ccccc1	.	.	.	0.7	.	11	.	3	28
CCOC(=O)COc1ccc(C(=O)NC2CCCCC2)cc1	88	102	8	0.8	107	10	98	-18	22
O=C1NC2(CCCC2)N=C1c1ccc(Cl)cc1	99	100	9[fluorescence artefact?]	0.2	110	4	87	-8	84*
c1ccc(-n2ncc3c2ncn2c(CSc4nc5ccccc5s4)nnc32)cc1	5.8*	123[fluorescence artefact?]	24[fluorescence artefact?]	.	75	.	38	.	.
COc1cc2c(cc1OC)CN(C(C)C(=O)Nc1ccc(NC(C)=O)cc1)CC2 (stereo not drawn)	.	.	.	0.8	.	-2	.	18	18
Cc1ccc(CN2CC(C(=O)Nc3ccc(S(=O)(=O)Nc4cc(C)nc(C)n4)cc3)CC2=O)cc1 (stereo not drawn)	88	86	14	0.9	100	-7	105	-2	6
Cc1cc(Cl)c(S(=O)(=O)NCCC(=O)O)cc1OCC(N)=O	96	99	3	1.2	.	1	97	-9	-20
CCc1ccc(C2=NN(C(=O)OC)C(O)(C(F)(F)F)C2)cc1 (stereo not drawn)	.	.	.	0.8	.	1	.	13	22
CS(=O)(=O)N1CC(C(=O)NC2CC2)Oc2ccc(Cl)cc21 (stereo not drawn)	.	.	.	0.5	.	2	.	-3	46
CCCCNC(=O)c1ccccc1NS(=O)(=O)c1ccc2c(c1)OCCO2	.	104	-2	0.7	106	12	105	-33	29
CCS(=O)(=O)N1CCC(C(=O)NC2CCCCC2)CC1	99	108	-9	1.1	97	2	99	-2	-11
C=CCc1cccc(CNc2nc3ccccc3n2CC)c1O	68	78	-6	0.6	76	-4	64	5	43
(list continues)
SMILES	H69AR inhibit	ERa SRC1 pot	ERa SRC1 inh	CYP2C19 activ	Lung fibro prol	CD11b adhes enh	HUVEC inhibit	CD11b adhes inh	CYP2C19 inh
C=CCn1cnc2c(c1=O)c1nc3ccccc3nc1n2/N=C/c1cc(OC)c(OC)c(OC)c1	8.9*	91	16	1	24*	-2	39	10	4
Clc1cccc(-c2nnc3sc(-c4ccc5c(c4)OCO5)nn23)c1	.	199[fluorescence artefact?]	55*	0.8	100	97	106	5	22
Cc1cccc(N2CCN(C(=O)Cn3ccc4ccccc4c3=O)CC2)c1C	86	93	-7	1	82	.	100	.	4
COc1cccc(NC(=O)N2CCCC2C(=O)Nc2ccc3c(c2)OCO3)c1 (stereo not drawn)	84	107	-1	.	103	.	107	.	.
O=C(Nc1ccccc1C(=O)Nc1ccccc1C(=O)NCc1ccco1)c1ccco1	42	108	44	1.1	93	0	80	-22	-10
Cc1cc(NC(=O)c2cc(-c3cccnc3)nc3c(C)c(C)ccc23)no1	96	114	13	0.8	89	27	87	-2	23
COc1ccc(N2CCN(C(=O)CN(Cc3ccc(Cl)cc3)S(C)(=O)=O)CC2)cc1	94	95	-1	0.8	93	0	101	-6	21
COc1cccc(Nc2nc(NCC3CCCO3)c3ccccc3n2)c1 (stereo not drawn)	64	61	27[fluorescence artefact?]	0.9	23*	-3	35	39	14
CC1=CC(c2ccccc2)n2nc(N3C(=O)c4ccccc4C3=O)nc2N1 (stereo not drawn)	87	124	-2	1.1	97	2	92	-17	-9
Cc1ccc2nc(SCC(=O)Nc3ccc4sc(C)nc4c3)c(C#N)cc2c1	.	.	.	0.9	.	10	.	-29	10
CCc1c(C)nc2ncnn2c1NCc1cccs1	.	.	.	0.9	.	-2	.	-17	8
O=C(CSc1ccc2ccccc2n1)N1CCC(c2noc3ccc(F)cc23)CC1	87	128	19[fluorescence artefact?]	.	102	.	93	.	.
O=C(Nc1ccc2nsnc2c1)N1CCCCCC1	89	99	7	0.7	105	0	102	2	26
COc1ccc(/C=N/OC/C(O)=C(\C#N)c2nc3ccccc3[nH]2)cc1	.	.	.	1	.	3	.	10	2
COc1cc2c(C(=O)NCc3ccc(C)o3)cn(CC(C)C)c(=O)c2cc1OC	59	133	-5	0.9	97	.	92	.	8
CCCc1cc(=O)[nH]c(SCC(=O)NC(=O)OCC)n1	95	130	0	1.1	95	3	105	1	-7
Cc1cc(NS(=O)(=O)c2ccc(NC(NC(=O)C(C(F)(F)F)C(F)(F)F)(C(F)(F)F)C(F)(F)F)cc2)no1	69	99	20	.	97	.	89	.	.
O=C(Cn1cnc2ccccc2c1=O)c1ccc2c(c1)OCCO2	94	119	-8	0.9	99	-2	88	-16	12
CCOC(=O)c1c(C)c(-c2ccccc2)n(CC(=O)N2CCCC2)c1C	106	86	0	0.1	90	1	102	-2	88*
N#CC1=C(N)C(C#N)(C#N)[C@H](c2ccoc2)[C@H]2CN(Cc3ccccc3)CC=C12	4.0*	86[fluorescence artefact?]	3[fluorescence artefact?]	1	69	-3	39	-2	3
CCN(CC)CCCN1C(=O)C(O)=C(C(=O)c2cccs2)C1c1ccccn1 (stereo not drawn)	108	102	-39	.	88	.	110	.	.
C=CCCCCCCCCc1nc(=S)[nH][nH]1	21*	81	-5	0.5	91	-3	94	1	46
Cc1csc(-c2cnn(-c3ccccc3)c2NC(=O)c2cccc(C(F)(F)F)c2)n1	.	.	.	0.8	.	3	.	7	22
CCNC(=O)Cc1ccc(NS(=O)(=O)c2ccc(F)cc2)cc1	90	126	-1	0.7	90	-3	91	3	27
COc1ccccc1NC(=S)NNC(=O)c1nn(C)cc1Cl	.	.	.	0.4	.	-4	.	3	57*
COc1cc(C2C(C#N)=C(N)N(Nc3ccccc3)C3=C2C(=O)CC(C)(C)C3)ccc1OCc1ccccc1 (stereo not drawn)	.	.	.	0.8	.	11	.	-10	21
CCOc1ccc(CCNc2nc3c(c(=O)n(C)c(=O)n3C)n2CC)cc1OCC	.	.	.	0.9	.	-1	.	-3	13

Screening results from PubChem.
